# GASC-1 inh = inhibitors of human GASC-1 (JMJD2C) demethylase | inhibition, % at 2.35 µM | actives 0.069% (n = 330,000) | GST-JMJD2C(1-420) H3K9me3 demethylation, DELFIA europium | Q9H3R0;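 active means more than half of a compound's replicate wells show inhibition beyond 50%, single wells judged on their own value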;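 further: signal counts dimethyl H3K9 product captured on neutravidin plate; 0% = median of DMSO wells and 100% = 0.3 times that DMSO median; strong numbers were not always called active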
# Target sequence (Q9H3R0 1-420 limits assumed): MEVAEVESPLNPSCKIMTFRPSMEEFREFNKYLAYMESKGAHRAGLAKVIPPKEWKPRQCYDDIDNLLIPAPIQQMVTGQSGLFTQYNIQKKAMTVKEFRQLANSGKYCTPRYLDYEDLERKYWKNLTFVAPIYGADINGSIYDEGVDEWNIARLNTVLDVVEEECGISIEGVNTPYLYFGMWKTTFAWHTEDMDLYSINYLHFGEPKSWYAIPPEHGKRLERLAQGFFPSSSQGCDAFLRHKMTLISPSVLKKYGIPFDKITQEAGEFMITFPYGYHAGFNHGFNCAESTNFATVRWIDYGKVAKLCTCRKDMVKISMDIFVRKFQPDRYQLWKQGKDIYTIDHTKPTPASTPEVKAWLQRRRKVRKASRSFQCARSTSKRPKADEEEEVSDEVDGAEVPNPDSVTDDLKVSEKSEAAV
# PP1 counter = PP1-alpha (human) inhibition in PP5 counter-screen; P62136; purified PP1alpha, OMFP fluorescence; inhibition, % at 6.7 µM; actives 0.9% (n = 320,000);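 active means inhibition above the mean inhibition of all tested compounds plus 3 SD, computed separately for each screening campaign, cut at about 15% in these data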
# Target sequence (P62136 whole entry, looked up): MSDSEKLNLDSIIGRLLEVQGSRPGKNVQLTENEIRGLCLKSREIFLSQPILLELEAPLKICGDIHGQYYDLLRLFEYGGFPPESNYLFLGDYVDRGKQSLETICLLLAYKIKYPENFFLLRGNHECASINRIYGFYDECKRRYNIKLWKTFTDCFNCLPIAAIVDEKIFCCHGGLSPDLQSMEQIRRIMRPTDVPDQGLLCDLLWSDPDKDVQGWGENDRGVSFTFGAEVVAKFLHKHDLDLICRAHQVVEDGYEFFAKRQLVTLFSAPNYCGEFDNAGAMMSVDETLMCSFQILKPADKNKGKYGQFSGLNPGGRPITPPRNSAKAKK
# PREPL inh = inhibits the human prolyl oligopeptidase-like enzyme. recombinant PREPL, fluorescence polarization activity-based probe. inhibition, % at 5.96 µM. actives 0.68% (n = 320,000); in the data active means inhibition above about 43%;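 further: 0% = enzyme with DMSO and 100% = wells lacking enzyme; many of its hits are not listed in these tables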
# HCV core dimer = HCV core protein dimerization inhibition. TR-FRET GST/Flag-core106 dimerization, 1536-well. inhibition, % at 5 µM. actives 0.33% (n = 300,000);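 active means inhibition above the mean of all tested compounds plus 3 SD, set per screening campaign, cut at about 45% in these data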
#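 Assay system: Tagged HCV core106 pair (GST and Flag) | Buffer or medium: KF-containing HEPES buffer, pH 7.45, DTT, CHAPS, BSA | Also added: Eu donor and XL665 acceptor anti-tag antibodies | Dosing: One concentration, 5 µM, in 0.5% DMSO | Timing: 4 h at 22.5 °C | Technique: TR-FRET 671 and 617 nm emission | Repeats: Singlicate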
# LYPLA2 counter = blocks human lysophospholipase 2, a PME1 counter-screen; inhibition, % at 5.9 µM; actives 0.38% (n = 320,000); recombinant LYPLA2, FP-Rh probe fluorescence polarization;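 active means inhibition above the screen-wide mean plus 3 SD, limit set per campaign, cut at about 26% in these data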;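 further: 0% = LYPLA2 with DMSO and 100% = wells lacking LYPLA2 enzyme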
# Target sequence (O95372 whole entry, looked up): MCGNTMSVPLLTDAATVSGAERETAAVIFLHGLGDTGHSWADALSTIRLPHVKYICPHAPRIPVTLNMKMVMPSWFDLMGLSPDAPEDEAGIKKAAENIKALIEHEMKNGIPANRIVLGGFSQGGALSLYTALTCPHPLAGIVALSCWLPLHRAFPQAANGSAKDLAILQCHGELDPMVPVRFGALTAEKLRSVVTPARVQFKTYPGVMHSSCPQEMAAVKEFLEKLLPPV
# CTSL1 counter = counter-screen for PFM18AAP inhibitors: inhibitors of F. hepatica cathepsin L1 | recombinant F. hepatica cathepsin L1, Z-Leu-Arg-MCA fluorescence | inhibition, % at 5.96 µM | actives 0.49% (n = 300,000);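 active means inhibition above the mean of all tested compounds plus 3 SD, set per screening campaign, cut at about 17% in these data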;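 further: 0% = plate median of test compound wells and 100% = 1 µM Z-Phe-Ala-diazomethylketone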
# TPT1 inhibitor = C. albicans TPT1 enzyme inhibition. inhibition, % at 5 µM. actives 0.81% (n = 300,000). recombinant caTPT1, FP RNA substrate dephosphorylation;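 active means inhibition above the mean of all tested compounds plus 3 SD, set per screening campaign, cut at about 24% in these data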;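 further: plate controls were DMSO alone for no effect and ferristatin control at 100 nM for full effect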
# PP5 inh = blocks human protein phosphatase 5 activity. P53041. purified PP5c, OMFP substrate fluorescence. inhibition, % at 6.7 µM. actives 0.18% (n = 320,000);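 active means inhibition above the campaign's mean inhibition across all tested compounds plus 3 SD, cut at about 9.5% in these data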;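 further: 0% = DMSO only and 100% = 100 µM cantharidin control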
# Efflux pump inh = antifungal efflux pump inhibition, Nile Red retention; S. cerevisiae Candida pump triplex; inhibition, % at 10 µM; actives 0.44% (n = 330,000); AID 485275;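 active means plate passing quality check with inhibition over a set limit, or well fluorescence over plate mean plus 4 SD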;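 further: Nile Red retained in pooled yeast measured as flow cytometry median fluorescence; 0% = buffer negative control and 100% = Enniatin B positive control; higher means more Nile Red kept so more efflux inhibition; some compounds called inactive have numbers as strong as hits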
# Starred values were filed as active, the others as inactive; x = not tested or not shown. A portion of the library. The share of hits here may be higher or lower than overall.
SMILES	GASC-1 inh	PP1 counter	PREPL inh	HCV core dimer	LYPLA2 counter	CTSL1 counter	TPT1 inhibitor	PP5 inh	Efflux pump inh
CC(=O)[C@@H]1[C@@H](C)N(Cc2ccccc2)C(=O)N[C@H]1c1ccccc1	-13	0	4	3	-3	5	-2	1.6	0.1
C=C(C)c1cccc(C(C)(C)NC(=O)Nc2ccc3[nH]c(=O)[nH]c3c2)c1	-2	5	7	-1	6	-2	0	1.1	0.0
COc1ccc(Cc2nnc(N/N=C/c3ccc(O)cc3)[nH]c2=O)cc1OC	-1	4	16	-4	1	-1	3	1.2	0.3
CC(C(=O)N1CCCc2ccccc21)N1CCN(S(=O)(=O)c2ccccc2F)CC1 (stereo not given)	-1	2	9	-1	6	-5	-4	2.3	-0.1
Cc1[nH]c2ccccc2c1C(=O)C(=O)N1CCN(C)CC1	2	-4	-2	3	3	6	0	1.3	0.0
CC1CCc2c(sc3ncn(Cc4ccc(C(=O)O)cc4)c(=O)c23)C1 (stereo not given)	-14	-2	0	0	1	-2	-5	3.9	0.1
O=S(=O)(Nc1ccc2nc(N3CCOCC3)sc2c1)c1ccc(Cl)cc1	15	-4	10	x	-4	x	x	4.0	0.5
O=C(c1cc(S(=O)(=O)N2CCOCC2)ccc1Cl)N1CCc2ccccc2C1	-19	1	0	-7	7	-2	-3	1.5	0.0
COc1ccc(-c2oc3ncn4nc(COc5ccccc5)nc4c3c2-c2ccc(OC)cc2)cc1	1	-1	3	0	-1	1	-2	-0.7	0.3
CCCCC(=O)Nc1cc(OCC)c(NC(=O)c2ccccc2[N+](=O)[O-])cc1OCC	-5	-1	4	-2	-3	1	-2	0.9	0.1
COc1cc([N+](=O)[O-])ccc1NC(=O)CN1CCN(C(=O)c2ccco2)CC1	-1	-7	5	1	4	2	0	-4.4	-0.3
C=CCn1nc(-c2ccccc2)c(N2CCCCC2)cc1=O	-2	0	0	4	-2	2	0	-0.3	0.1
CCCC(=O)N(CCc1ccc(OC)cc1)Cc1nc2ccccc2c(=O)[nH]1	5	-1	4	3	-6	-4	-2	-1.8	0.1
COc1ccc(-c2cc(=O)[nH]c3ccccc23)cc1	-2	1	0	x	12	x	x	1.2	0.0
c1ccc(-c2noc(CSc3nnc(Cc4cccs4)n3-c3ccccc3)n2)cc1	8	4	42	26	0	5	-1	5.4	0.0
Cc1nc2ccc(C(=O)OCc3ccccc3Br)cc2nc1C	-15	-1	-5	-16	2	19*	-1	1.1	-0.1
CC(C)n1cnc2cc(NCc3ccccc3O)ccc21	3	-2	-3	-5	3	-2	-3	0.8	-0.1
O=C(C1CC1)N(CCc1ccccc1)Cc1nc2ccccc2c(=O)[nH]1	x	-1	-10	-5	10	5	-5	1.4	-0.1
COc1ccccc1Cn1c(=O)c2ccccc2n2c(SCC(=O)N3CCCCC3)nnc12	-3	6	-8	5	9	-8	0	1.5	1.6*
COc1ccc(OC)c(CN2CCN(C(=O)c3ccc(F)cc3)CC2)c1	-7	0	0	-1	7	0	-2	1.8	0.0
Cc1ccc(Sc2ncccc2COC(=O)NC(C)C)cc1	-31	1	4	1	-1	9	1	0.9	0.2
O=C(c1cc2cc(Br)cc(Br)c2oc1=O)N1CCCC1	12	3	-2	3	2	1	-2	-1.9	0.0
COc1ccc(NS(=O)(=O)c2ccc(O)c(NC(=O)c3ccc(S(=O)(=O)N4CCCCCC4)cc3)c2)cc1	-8	4	5	31	-21	2	2	-1.2	-0.2
O=C(CSc1nncn1-c1ccccc1)NCc1cccs1	-3	0	-3	-2	-10	-1	3	0.6	0.1
COc1cc(OC)cc(-c2c(C#Cc3ccsc3)c3cc(-c4ccc(OC)nc4)ccc3n2C)c1	5	-5	0	x	-12	x	x	-1.2	0.7
O=C(NCc1ccccc1)C(c1ccc(F)cc1)N(Cc1ccc2c(c1)OCO2)C(=O)Cn1nnc(-c2cccs2)n1 (stereo not given)	2	14	-10	0	-7	1	-3	1.0	-0.6
O=C(O)CC1S/C(=N/N=C/c2ccc(-c3ccccc3[N+](=O)[O-])o2)NC1=O (stereo not given)	15	0	-2	-6	2	0	-1	4.5	0.0
O=C(NCc1ccccc1F)C1CCN(C(=O)c2sccc2-n2cccc2)CC1	-3	-12	1	9	-4	-2	-2	3.2	0.0
COc1ccccc1-n1c(SCC(=O)NC(C)(C)C)nc(O)c(Cc2ccccc2)c1=O	10	-5	-3	6	6	0	-2	-2.0	-0.1
Cc1ccc(NC(=O)C2CCCN2S(=O)(=O)c2ccc3c(c2)CCC(=O)N3)cc1Cl (stereo not given)	1	-3	0	5	-2	1	-1	2.2	0.1

# Some of the entries so far, with two lines to a compound.
# Each structure is followed by: GASC-1 inh | PP1 counter | PREPL inh | HCV core dimer | LYPLA2 counter | CTSL1 counter | TPT1 inhibitor | PP5 inh | Efflux pump inh
> O=C(c1cc2cc(Br)cc(Br)c2oc1=O)N1CCCC1
→ 12 | 3 | -2 | 3 | 2 | 1 | -2 | -1.9 | 0.0
> COc1ccc(NS(=O)(=O)c2ccc(O)c(NC(=O)c3ccc(S(=O)(=O)N4CCCCCC4)cc3)c2)cc1
→ -8 | 4 | 5 | 31 | -21 | 2 | 2 | -1.2 | -0.2
> O=C(CSc1nncn1-c1ccccc1)NCc1cccs1
→ -3 | 0 | -3 | -2 | -10 | -1 | 3 | 0.6 | 0.1
> COc1cc(OC)cc(-c2c(C#Cc3ccsc3)c3cc(-c4ccc(OC)nc4)ccc3n2C)c1
→ 5 | -5 | 0 | x | -12 | x | x | -1.2 | 0.7
> O=C(NCc1ccccc1)C(c1ccc(F)cc1)N(Cc1ccc2c(c1)OCO2)C(=O)Cn1nnc(-c2cccs2)n1 (stereo not given)
→ 2 | 14 | -10 | 0 | -7 | 1 | -3 | 1.0 | -0.6
> O=C(O)CC1S/C(=N/N=C/c2ccc(-c3ccccc3[N+](=O)[O-])o2)NC1=O (stereo not given)
→ 15 | 0 | -2 | -6 | 2 | 0 | -1 | 4.5 | 0.0
> O=C(NCc1ccccc1F)C1CCN(C(=O)c2sccc2-n2cccc2)CC1
→ -3 | -12 | 1 | 9 | -4 | -2 | -2 | 3.2 | 0.0
> COc1ccccc1-n1c(SCC(=O)NC(C)(C)C)nc(O)c(Cc2ccccc2)c1=O
→ 10 | -5 | -3 | 6 | 6 | 0 | -2 | -2.0 | -0.1
> Cc1ccc(NC(=O)C2CCCN2S(=O)(=O)c2ccc3c(c2)CCC(=O)N3)cc1Cl (stereo not given)
→ 1 | -3 | 0 | 5 | -2 | 1 | -1 | 2.2 | 0.1

# Further entries.
SMILES	GASC-1 inh	PP1 counter	PREPL inh	HCV core dimer	LYPLA2 counter	CTSL1 counter	TPT1 inhibitor	PP5 inh	Efflux pump inh
CCc1ccc(NC(=S)Nc2cc(OC)c(NC(=O)C(C)C)cc2OC)cc1	-7	1	5	-8	4	-1	3	-0.6	0.1
COc1cc(C(=O)ON=C2C(C)=CC(=O)C=C2C)cc(OC)c1OC	-15	-1	17	-3	-3	6	-4	0.1	-0.1
COc1ccc(NC(=O)c2cc3c(-c4ccc(OC)c(OC)c4)nn(C)c3s2)cc1OC	5	-1	26	-8	2	4	-5	4.0	-0.1
O=C1[C@H]2[C@@H](C3CC3)N3C(=O)CN(Cc4ccccn4)C(=O)[C@@]3(Cc3ccccc3)[C@H]2C(=O)N1c1ccccc1	0	-3	1	-3	-7	-4	2	1.0	0.1
C/C(=N\Nc1cc(C)nc(-c2ccccc2O)n1)c1ccccc1	-25	-3	6	2	-24	0	-3	4.4	0.0
CCOP(=O)(OCC)C(NC(=O)c1cccs1)c1ccccc1 (stereo not given)	1	2	8	-19	2	-4	-1	3.7	-0.2
O=C(C1=COCCO1)N1CCN(S(=O)(=O)c2cccc(Br)c2)CC1	-28	5	18	x	1	x	x	0.6	-0.1
CC(=O)c1ccc(OC(=O)Cc2cccc3ccccc23)cc1	-22	-1	9	9	3	-3	3	1.7	0.2
CCOC(=O)CC(=O)Nc1ccc(Br)cc1C(=O)O	6	0	-5	-3	-10	-3	1	-0.5	-0.4
C/C=C/c1ccc(OCC(=O)Nc2cc(C(F)(F)F)ccc2N2CCOCC2)c(OC)c1	10	-3	5	0	-1	-3	-2	3.6	0.0
Clc1ccccc1CN1CCN(/N=C/C=C\c2ccco2)CC1	8	2	10	11	-2	3	7	0.9	0.1
CC(=O)CCc1c(C)c2cc(C)ccc2[nH]c1=O	2	-1	2	3	-1	2	6	4.2	0.1
COc1ccc(OCc2cccc(C(=O)Nc3cc(C)on3)c2)cc1	5	2	-1	2	7	1	-3	1.3	0.0
CN(c1ccc(C(=O)NCCSC(C)(C)C)cc1)S(=O)(=O)c1ccccc1	-6	0	-3	7	0	0	2	3.0	0.0
Cc1[nH]n(-c2ccccc2)c(=O)c1/C=N/N(C)c1ccccc1	6	-1	-15	-36	3	-5	-2	1.4	0.3
CC(=O)Nc1ccc(S(C)(=O)=O)c(C)c1	60	-1	-1	-1	-1	0	4	-2.0	0.1
Cc1c(CC(=O)Nc2ccc(Cl)cc2)sc2ccc(Cl)cc12	28	-4	-10	-2	-23	-4	0	1.7	0.0
CN(C(=O)c1coc(=O)c2ccccc12)c1ccc(Br)cc1	-1	-4	15	1	8	6	-3	-2.1	-0.1
CCCC[C@@H]1CCCO[C@@](C(=O)NCc2ccc(C)o2)(C(F)(F)F)C1	2	-3	-1	7	-5	-1	2	3.2	x
Cc1cc2nc(-c3ccc(SCC(=O)N4CCOCC4)nc3)[nH]c2cc1C	0	-1	20	-1	-4	3	-5	1.0	0.1
Cc1cccc(C)c1NC(=O)/C(=C/c1ccco1)c1ccccc1	-4	0	2	14	3	4	2	-0.2	0.0
O=C(CSc1nnc2scc(-c3ccccc3)n12)NCc1ccc2c(c1)OCO2	-4	-3	-3	4	7	-1	-4	2.9	0.1
COc1ccc(C(=O)C2CCCN(C(=O)c3ccc(F)cc3)C2)cc1OC (stereo not given)	1	1	7	-5	2	1	-1	0.2	0.0
CN(CC(=O)Nc1cc(Cl)cc(Cl)c1)Cc1cccs1	-5	1	-10	-5	-5	1	-3	1.3	0.1
O=C(NNC(=S)NCc1ccccc1)c1ccc(Br)cc1	-2	0	3	-8	2	-1	1	3.6	-0.1
O=C1CCCC(O)=C1Sc1ccccc1C(=O)O	4	0	1	5	3	-2	0	0.7	0.0
O=C1c2ccncc2C(=O)N1CO	-1	-4	0	-5	2	1	-2	0.4	-0.1
O=C(NCCCO)/C(=C\C=C\c1ccccc1)NC(=O)c1ccccc1Cl	-5	1	-6	-13	-3	4	1	-2.1	0.0
CC(C)(C)NC(=O)c1ccc(COCC(F)(F)F)o1	-2	-2	21	-4	6	1	-2	-2.2	0.0
CCN1CCN(CCCNC(=O)CCCn2nc(C)c3sc4ccccc4c3c2=O)CC1	-1	-3	5	5	2	1	-4	-0.2	0.0
CCOC(=O)C1(Cc2ccc(OC)cc2)CCN(C(=O)CC2CCC(=O)N2)CC1 (stereo not given)	17	-4	1	3	0	3	-2	-4.2	0.0

# Source: PubChem BioAssay (several laboratories)
